Assay outcomes (PubChem BioAssay)
Pol kappa inh – inhibitors of human DNA polymerase kappa | AID 588579 | Q9UBT6 | 400,000 tested, 0.53% active | Potency, µM (top dose mostly 107 µM), for the others: top-dose activity, negative = inhibition, actives largely listed as inhibitors | purified Pol kappa, fluorescent DNA synthesis assay, 10 min; also: potency is read from the fitted curve at half-maximal effect; % is scaled to controls: 0 for no effect and ±100 for the full control effect
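First, compounds were pin-transferred onto 10 nM Pol kappa. After 15 min at room temperature, substrate was added to 50 nM final. Fluorescence was then measured kinetically at 0 and 10 min.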
Anesthetic bind – candidate novel general anesthetic via apoferritin binding; apoferritin/1-aminoanthracene competitive binding, fluorescence; Potency, µM (titrated, usually from 77.5 µM), for inactives: at the top dose activity change, negative = displacement, hits mostly inhibitors; P02791; AID 485281; 350,000 tested, 0.074% active; also: potency is read from the fitted curve at half-maximal effect; % is scaled to controls: 0 for no effect and ±100 for the full control effect; nearly all actives have a fitted effect of over 20% in size
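In PBS, apoferritin at 10 uM is loaded with 1-AMA from a 50% saturated solution. After 10 min of compound exposure at ambient temperature, reduced 535 nm fluorescence indicates probe displacement.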
APEX1 inh – blocks human APE1 abasic DNA cleavage; 350,000 tested, 0.35% active; recombinant APE1, TAMRA/BHQ-2 abasic DNA cleavage fluorescence; Potency, µM (titrated, usually from 65.8 µM), for the others: top-dose activity change, negative = inhibition, actives largely listed as inhibitors; P27695;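 also: potency is read from the fitted curve at half-maximal effect; plate controls were vehicle for no effect and reference inhibitor for full effect; nearly all actives have a fitted effect of over 55% in size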
Target sequence (P27695 whole entry, looked up): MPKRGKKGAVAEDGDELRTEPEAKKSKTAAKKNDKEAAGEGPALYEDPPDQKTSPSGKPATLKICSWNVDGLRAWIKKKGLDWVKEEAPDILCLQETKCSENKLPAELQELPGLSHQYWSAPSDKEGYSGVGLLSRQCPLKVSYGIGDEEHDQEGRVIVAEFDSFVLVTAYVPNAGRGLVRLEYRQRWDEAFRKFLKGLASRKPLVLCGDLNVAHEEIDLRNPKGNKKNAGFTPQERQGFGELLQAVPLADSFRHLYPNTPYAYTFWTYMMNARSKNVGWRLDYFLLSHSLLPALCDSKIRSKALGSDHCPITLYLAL
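Endonuclease cleavage of a quenched abasic-site DNA duplex (50 nM) by APE1 (0.75 nM) was tracked by TAMRA dequenching. Compounds were preincubated with enzyme 15 min at room temperature; data normalized to buffer-only and DMSO wells plus NSC13755 control.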
RXFP1 antagonist – antagonists of human relaxin receptor RXFP1; Q9HBX9; HEK293-RXFP1, relaxin-stimulated cAMP HTRF, 30 min; hits give low values; activity change, negative = inhibition, % at 57.5 µM; 350,000 tested, 0.59% active; AID 1259400;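 active = activity change of -60% or lower, but not beyond a set lower limit; inconclusive = change between -60% and -40%, or beyond the set limit; inactive = change above -40%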; also: % is scaled to controls: 0 for no effect and ±100 for the full control effect
BLM inh – Bloom syndrome helicase (human) inhibition | recombinant BLM DNA unwinding, fluorescence dequenching | AID 2528 | 350,000 tested, 0.2% active | P54132 | Potency, µM (titrated, usually from 56.1 µM), without a hit: top-dose activity change, negative = inhibition, usual class: inhibitors;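 also: potency is read from the fitted curve at half-maximal effect; plate controls were vehicle for no effect and no enzyme for full effect; nearly all actives have a fitted effect of over 35% in size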
Tb PGK inh – T. brucei PGK inhibition | P07378 | AID 602233 | 380,000 tested, 0.043% active | Potency, µM (series often up to 57.5 µM), for inactives: top-dose activity change, negative = inhibition, usual class: inhibitors | PGK/GAPDH coupled, Kinase-Glo luminescence, 60 min; also: potency is read from the fitted curve at half-maximal effect; % is scaled to controls: 0 for no effect and ±100 for the full control effect; nearly all actives have a fitted effect of over 60% in size
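Luminescent ATP detection (Kinase-Glo Plus) follows a 60-minute room-temperature incubation, with wells lacking PGK as controls. Buffer: 100 mM TEA (pH 7.6), 5 mM MgCl2, 0.01% Tween-20. Coupling enzyme GAPDH (100 nM final) supplies unstable 1,3-BPG in-well.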
POLH inh – inhibitors of human DNA polymerase eta; AID 588591; 390,000 tested, 1.2% active; Potency, µM (titrated, usually from 114 µM), without a hit: at the highest dose activity change, negative = inhibition, actives largely listed as inhibitors; recombinant Pol eta, fluorescent DNA replication assay; Q9Y253; also: potency is read from the fitted curve at half-maximal effect; % is scaled to controls: 0 for no effect and ±100 for the full control effect
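Pol eta (10 nM) was preincubated with compounds for 15 min at room temperature, after which fluorescent replication substrate (50 nM final) was added to start the reaction. Fluorescence was read kinetically at 0 and 10 min.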
Pol beta inh – blocks human DNA polymerase beta activity | P06746 | Pol beta primer extension/strand displacement, fluorescence kinetic | Potency, µM (titrated, usually from 114 µM), for the others: top-dose activity change, negative = inhibition, hits mostly inhibitors | 340,000 tested, 1.3% active; also: potency is read from the fitted curve at half-maximal effect; % is scaled to controls: 0 for no effect and ±100 for the full control effect
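Reaction started by 50 nM substrate onto compound-treated Pol beta (10 nM, 15 min preincubation, room temperature); plates read at 0 min and 10 min. Normalized concentration-effect data fitted by four-parameter Hill equation.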
POLI inh – DNA polymerase iota (human) inhibition; AID 588590; Pol iota fluorescent replication assay, 10 min; Potency, µM (doses to about 115 µM), for inactives: at the top dose activity, negative = inhibition, actives largely listed as inhibitors; 390,000 tested, 1% active; also: potency is read from the fitted curve at half-maximal effect
Target sequence (Q9UNA4 whole entry, looked up): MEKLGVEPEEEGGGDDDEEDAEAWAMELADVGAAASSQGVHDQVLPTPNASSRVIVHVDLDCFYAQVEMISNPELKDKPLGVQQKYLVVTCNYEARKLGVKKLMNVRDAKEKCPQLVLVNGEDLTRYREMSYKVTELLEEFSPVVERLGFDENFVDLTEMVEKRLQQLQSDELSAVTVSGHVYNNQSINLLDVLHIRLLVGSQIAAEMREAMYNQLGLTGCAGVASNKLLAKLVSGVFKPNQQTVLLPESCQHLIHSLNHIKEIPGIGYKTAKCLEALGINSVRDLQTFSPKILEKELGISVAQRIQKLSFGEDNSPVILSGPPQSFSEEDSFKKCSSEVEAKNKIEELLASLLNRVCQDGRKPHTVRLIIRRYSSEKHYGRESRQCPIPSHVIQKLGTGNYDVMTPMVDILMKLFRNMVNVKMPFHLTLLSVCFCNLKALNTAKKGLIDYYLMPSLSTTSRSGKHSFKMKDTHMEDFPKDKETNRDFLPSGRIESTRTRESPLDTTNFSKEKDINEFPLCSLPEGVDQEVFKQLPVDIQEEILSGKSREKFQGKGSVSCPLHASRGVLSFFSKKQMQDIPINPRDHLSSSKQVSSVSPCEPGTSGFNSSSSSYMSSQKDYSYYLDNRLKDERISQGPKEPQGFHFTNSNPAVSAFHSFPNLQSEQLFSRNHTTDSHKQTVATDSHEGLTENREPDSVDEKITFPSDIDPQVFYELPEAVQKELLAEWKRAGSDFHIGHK
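Pol iota at 10 nM preincubated 15 min with compounds at room temperature; reaction started with fluorescent substrate, 50 nM final. Fluorescence read kinetically at 0 and 10 min; buffer-only wells as negative control.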
An asterisk follows results filed as active; i = inactive; ? = inconclusive; nt = not tested or not shown; [ ] = remark or other dose. Unless noted, calls follow the shape of the dose curve; as a rule, active = well fitted curve in the direction sought with a large enough effect; inconclusive = small, poorly fitted or top-dose-only effect, or another doubt; inactive = no such curve, though single readings can be large; an effect the other way counts as inactive or inconclusive. These rows are one share of the data. The share of hits here may be higher or lower than overall.

SMILES | Pol kappa inh | Anesthetic bind | APEX1 inh | RXFP1 antagonist | BLM inh | Tb PGK inh | POLH inh | Pol beta inh | POLI inh
CCc1ccc(NC(=O)N2CCN(Cc3cc(=O)n4nc(-c5ccccc5OC)sc4n3)CC2)cc1 | -6%[60.1 µM] | 6% | nt | nt | 0% | 0% | -16% | 0% | 31%[activator]
CCOC(=O)C1(Cc2ccccc2)CCN(Cc2cnn(-c3ccccc3)c2)CC1 | -1% | -8% | -1% | -30 | -1% | -2% | ? | -2% | 42%[activator]
CC(=O)Nc1ccc(C(=O)NN2C(=O)c3ccccc3C2=O)cc1 | -4% | -6% | 4% | 4 | -1% | i | -10% | 19% | 160%[activator]
Cn1c(=O)n(C)c2cc(NC(=O)c3cccc([N+](=O)[O-])c3)c(Br)cc21 | -12% | -1% | 16% | 11 | -4% | -3% | 4% | 33% | 74%[activator]
COCCn1c(=O)[nH]c2cc(C(=O)NCCN3CCN(c4cccc(Cl)c4)CC3)ccc2c1=O | -5% | -4% | -2% | -1 | -10% | 6% | 1% | 15% | 12%
Cc1ccc(NC(=O)Cn2cc(S(=O)(=O)N3CCCC3)c(S(=O)(=O)N3CCCC3)c2)cc1F | -7% | 5% | nt | -8 | 0% | 10% | -16% | 0% | 9%
Brc1cccc(C2Nc3cccc4cccc(c34)N2)c1 | -14% | -11% | -2% | -8 | -4% | 0% | -7% | ? | 11%
CCn1c2ccccc2c2cc(NC(=O)COC(=O)c3ccccc3O)ccc21 | -8% | -3% | ? | -1 | -6% | 0% | -10% | -15% | 18%
CCCCCCOc1ccc(C(=O)NCCCn2ccnc2)cc1 | -2% | 14µM* | 0% | -4 | -7% | -2% | -9% | 2% | 109%[activator]
O=C(Nc1ccc(O)c(C(=O)O)c1)c1cccc(NC(=O)c2ccco2)c1 | 5% | -2% | -6% | 0 | -3% | -2% | -10% | 12% | 3%
CCOc1ccc(-n2c(-c3ccccc3)c[nH]c2=S)cc1 | -1% | -2% | 46% | -39 | -5% | -3% | -15% | 32% | -5%
Cc1ccccc1NC(=O)CN1C(=O)C2(SCC(=O)N2c2ccc(F)cc2)c2ccccc21 (stereo not given) | -9% | -16% | nt | nt | 0% | i | -11% | 7% | -3%
O=C(CCNC(=O)c1ccc([N+](=O)[O-])cc1)N/N=C/c1ccc(F)cc1 | 21% | -5% | 2% | 2 | -1% | -1% | -9% | ? | 26%
Cc1ccc(C(=O)NC(=S)NNC(=O)COc2ccc([N+](=O)[O-])cc2)cc1 | 0% | -8% | 14%[12.4 µM] | -11 | -1% | -3% | -16% | 16% | 127%[activator]
COc1ccc(CNS(=O)(=O)c2c(C(=O)N3CCCCC3)c(C)n(C)c2C)cc1 | -3% | -3% | 24% | 20 | -2% | -15% | -19% | 34% | 43%[activator]
CCN1CCN(CC(=O)N2N=C(c3cccs3)CC2c2ccc(F)cc2)C(=O)C1=O (stereo not given) | -1% | -10% | -4% | -12 | -8% | -1% | -21% | 19% | 155%[activator]
COc1ccccc1NC(=O)COC(=O)c1cc(C)oc1C | -10% | nt | -3% | 3 | nt | 8% | -7% | nt | 20%
CCOC(=O)C1=C(c2ccccc2)OC(N)=C(C#N)C1C1CCCCC1 (stereo not given) | -8% | -22% | -12% | -22 | -18% | 3% | -20% | ? | -5%
CN(C)c1cccc(C(=O)OCC(=O)N(Cc2ccccc2)C2CCS(=O)(=O)C2)c1 (stereo not given) | 6% | 58%[activator] | -5% | -1 | -1% | i | -7% | -5% | 29%
CCC(NC(=O)c1cc(COc2cncc(Cl)c2)on1)c1ccc(C)cc1 (stereo not given) | -6% | ? | -1% | -13 | -12% | 1% | -16% | 2% | -3%
CCCN(CC(=O)Nc1ccc(C)cc1Br)CC(=O)Nc1ccc(F)c(F)c1F | 4% | 3% | -3% | nt | -9% | -3% | -23% | 2% | 20%
O=C(CN1CCN(S(=O)(=O)c2ccccc2)CC1)Nc1ccc(Cl)c(Cl)c1 | -11% | 43%[activator] | -3% | -7 | -13% | -1% | -7% | 4% | 8%
COCc1cc(=O)[nH]c(SCC(=O)c2ccccc2)n1 | 1% | 5% | -2% | -3 | -2% | -7% | -14% | 3% | -23%[58.9 µM]
O=C(Nc1nc2ccccc2[nH]1)c1ccc([N+](=O)[O-])cc1 | 0% | -6% | -5% | -20 | -9% | 2% | -19% | 33% | 73%[activator]
NC(=O)Cn1c(=O)n(-c2ccc(F)c(Cl)c2)c(=O)c2sc3ccccc3c21 | -3% | -16% | nt | nt | -1% | 0% | -12% | 22% | 19%
COc1ccccc1OCCNC(=O)CNC(=O)c1ccc(C(C)(C)C)cc1 | -11% | nt | -2% | 11 | nt | 1% | -23% | nt | -20%
CC(C)N1CCC(=O)NC1=O | -6% | nt | nt | 6 | nt | -5% | 2% | nt | -1%
O=C(OC(C(=O)NCc1ccco1)c1ccc(Cl)cc1)c1cccs1 (stereo not given) | -12% | -7% | -2% | -18 | -8% | -14% | -9% | ? | -14%
CCOc1ccc(NC(=O)c2sc(-n3nc(C)c(Cc4ccc(Cl)cc4)c3C)nc2C)cc1 | -7% | -1% | nt | -7 | -1% | -10% | -2% | -21% | -2%
Cc1cccc(Nc2nc(-c3ccccc3)c3cc(C)ccc3n2)c1 | -8% | 0% | nt | -10 | -7% | 7% | -14% | -7% | 23%
O=C(O)C1CCCCC1C(=O)NCc1ccc(Cl)c(Cl)c1 (stereo not given) | -3% | -15% | -11% | 9 | -7% | i | -18% | 22% | 12%
COc1ccc(CCNC(=O)c2cnc3sc(N4CCCCCC4)nn3c2=O)cc1OC | -3% | -7% | nt | 4 | 2% | i | -24% | 6% | 12%
COc1cccc(CC(=O)OCC(=O)NC2CCCCCC2)c1 | -13% | ? | 9% | 5 | -1% | -2% | -19% | ? | 52%[activator]
Cn1c(N2CCCC2)nc2c1c(=O)n(Cc1ccc(Cl)cc1)c(=O)n2C | -5% | -15% | 9% | -2 | -1% | 2% | -21% | 2% | 9%
CCCSc1ncc(Cl)c(C(=O)Nc2c(C(=O)Nc3ccc(OC)cc3)oc3ccccc23)n1 | 18% | -4% | nt | 0 | -2% | nt | nt | 9% | 26%
Cn1cccc1C(=O)NC(=O)CSc1cccc[n+]1[O-] | -12% | -5% | -1% | 3 | -16% | -5% | ? | 33% | 12%
COc1ccc(-c2c(C#Cc3ccsc3)c3cc(-c4ccc5c(c4)OCO5)ccc3n2C)cc1 | -11% | nt | -7% | nt | nt | -3% | -12% | nt | 20%
O=C(COc1coc(CN2CCc3ccccc3C2)cc1=O)N1CCOCC1 | -7% | nt | 12% | 9 | nt | i | -7% | nt | 2%
CC1CCCN(C(=O)c2ccc3nc[nH]c3c2)C1 (stereo not given) | -7% | -14% | 3% | 1 | 0% | i | -14% | 2% | 24%
COc1cc(C)ccc1OCCOc1cc(C)ccc1Cl | -8% | -22% | 4% | -4 | -13% | -1% | -27% | 13µM* | 5%

Exported as labelled records: part of the list above.
O=C(O)C1CCCCC1C(=O)NCc1ccc(Cl)c(Cl)c1 (stereo not given)
- Pol kappa inh: -3%
- Anesthetic bind: -15%
- APEX1 inh: -11%
- RXFP1 antagonist: 9
- BLM inh: -7%
- Tb PGK inh: i
- POLH inh: -18%
- Pol beta inh: 22%
- POLI inh: 12%
COc1cc(C)ccc1OCCOc1cc(C)ccc1Cl
- Pol kappa inh: -8%
- Anesthetic bind: -22%
- APEX1 inh: 4%
- RXFP1 antagonist: -4
- BLM inh: -13%
- Tb PGK inh: -1%
- POLH inh: -27%
- Pol beta inh: 13µM*
- POLI inh: 5%

(listing goes on)
SMILES | Pol kappa inh | Anesthetic bind | APEX1 inh | RXFP1 antagonist | BLM inh | Tb PGK inh | POLH inh | Pol beta inh | POLI inh
CCn1nnnc1SCC(=O)Nc1ccc(N(C)C)cc1 | -2% | -3% | 50% | -6 | -2% | -7% | -10% | -18% | 4%
O=C1CC(c2ccccc2)CC2=C1CN(C1CCCCC1)CN2 (stereo not given) | -29% | 0% | -1% | 4 | -1% | 6% | -3% | -18% | 23%
CCN(CC)CCN(C(=O)CN1C(=O)CCC1=O)c1nc2cc3c(cc2s1)OCO3 | 14% | -5% | -4% | -5 | 94%[activator] | i | -16% | 3% | 17%
CCOC(=O)CN1N=C(c2ccc(C)cc2)CCC1=O | -12% | 3% | 53% | 4 | -4% | -2% | 5% | -29% | 86%[activator]
COc1cc(C(=O)NNC(=O)Cc2cccs2)cc(OC)c1OC | -8% | nt | -15% | -1 | nt | -8% | -16% | nt | -11%
CC(=O)Oc1cccc(NC(=O)c2ccc3c(c2)C(=O)N(CC(C)C)C3=O)c1 | 3%[60.1 µM] | 3% | 22% | -13 | -8% | -7% | -10% | 3% | -23%
COc1ccc(NC(=O)CCS(=O)(=O)c2cc3c4c(c2)CCN4C(=O)CC3)cc1OC | 2% | 7% | nt | nt | 0% | 2% | -1% | -3% | 10%
CCCN1CCCc2cc(CN(CCCN3CCOCC3)C(=O)Nc3ccc(Cl)c(Cl)c3)ccc21 | -5%[60.1 µM] | 24% | nt | -14 | -9% | 0% | -17% | -13% | 10%
COc1cc(C)ccc1OCCn1c(-c2ccc(Cl)cc2)nc2ccccc2c1=O | 3% | -7% | nt | 3 | -3% | 5% | 10% | 0% | 10%
N#CC1=C(S)N(c2ccc(F)cc2)C(c2ccco2)NC1=O (stereo not given) | -14% | -13% | -2% | -25 | -1% | i | -6% | 30% | 143%[activator]
COc1ccccc1OCC(=O)N/N=C/c1cccc2cccnc12 | -6% | ? | -12% | 7 | 2% | 4% | 6% | 11% | 11%
COCC(=O)N/N=C\c1ccccc1OC/C=C/c1ccccc1 | -12% | ? | -32% | -2 | -10% | -10% | -15% | 0% | 70%[activator]
COc1ccccc1NC(=S)NCc1ccc2c(c1)cc(C)n2C | -16% | -15% | 0% | 1 | -1% | 1% | -23% | -20% | 8%
CCOC(=O)c1cnc2c(cnn2C)c1Oc1ccc(OC)cc1 | -14% | -9% | 0% | 5 | -2% | 3% | -9% | -10% | 4%
COCC1CCN(C(=O)C2CCC(=O)N(C3CCCCCC3)C2)CC1 (stereo not given) | -9% | -1% | -6% | -17 | 0% | 3% | -19% | 50% | 9%
